# Compound activity deposited in PubChem by National Center for Advancing Translational Sciences (NCATS).
# GAA glycogen mod: alters human alpha-glucosidase cleavage of glycogen; Potency, µM (titrated, usually from 76.4 µM), inactives show at the top dose activity change, negative = inhibition, actives largely listed as inhibitors; recombinant GAA, glycogen substrate, Amplex Red glucose oxidase fluorescence; actives 0.38% (n = 300,000); AID 2100; P10253;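 note: 0% = full enzyme reaction and -100% = no-enzyme basal signal; the screen sought inhibitors and activators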
#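 Natural-substrate format: glycogen cleavage by 4 nM human enzyme, glucose read by Amplex Red coupling (Ex 573, Em 610 nm). Normalized to enzyme and no-enzyme controls.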
# L3MBTL1 block: blocks human L3MBTL1; actives 0.66% (n = 230,000); Potency, µM (series often up to 57.1 µM), inactives show at the highest dose activity, negative = inhibition, usual class: inhibitors; AlphaScreen L3MBTL1–H3K9me1 peptide binding; note: nearly all actives have a fitted effect of over 60% in size
#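 L3MBTL1 (50 nM) pre-complexed 30 min with biotinylated H3(1-15)K9me1 peptide (75 nM), then compounds added for 30 min at room temperature; AlphaScreen streptavidin donor/nickel chelate acceptor beads (10 ug/mL final) read after 30 min dark incubation.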
# TR SRC2 fluor cs: alters Texas Red total fluorescence, flagging assay interference. TRb/SRC2 Texas Red total fluorescence interference. AID 1479. Potency, µM (titrated, usually from 106 µM), inactives show at the highest dose fluorescence change, negative = quenching. actives 0.29% (n = 280,000); active = well fitted curve in either direction with a large enough effect; inconclusive = small, poorly fitted or top-dose-only effect
#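 Human TRb ligand-binding domain at 0.6 uM with 20 nM Texas Red SRC2 peptide in Tris buffer containing 1 uM T3 and 5% DMSO, incubated with compound 5 h at ambient temperature. Total fluorescence (555/632 nm) calculated as parallel + 2 × perpendicular.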
# GAA spleen mod: lysosomal alpha-glucosidase (human) modulation. P10253. human spleen homogenate, 4-MU-alpha-glucoside fluorescence. Potency, µM (top dose mostly 79.9 µM), for inactives: top-dose activity change, negative = inhibition, most hits filed as inhibitors. actives 0.006% (n = 240,000). AID 2112;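 note: 0% = enzyme with vehicle and -100% = no enzyme basal signal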
#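 Compounds were titrated against alpha-glucosidase in spleen homogenate at pH 5.0, with 1 mM 4-methylumbelliferyl substrate for 40 min at 37 C. Reactions were quenched with pH 10 NaOH/glycine and fluorescence measured.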
# TRb SRC2 PPI: inhibitors of human thyroid hormone receptor beta-SRC2 interaction | P10828 | TRbeta-SRC2 peptide binding, fluorescence polarization; receptor liganded with 1 µM T3 | Potency, µM (titrated, usually from 106 µM), for the others: top-dose activity change, negative = inhibition, actives largely listed as inhibitors | actives 0.065% (n = 280,000);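 note: plate controls were bound peptide for no effect and peptide without receptor for full effect; nearly all actives have a fitted effect of over 50% in size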
#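 Assay buffer: 20 mM Tris-HCl, 100 mM NaCl, 10% glycerol, 1 mM EDTA, 0.01% NP-40, 1 mM DTT, 1 uM T3, 5% DMSO; TRb LBD 0.6 uM, Texas Red SRC2 20 nM; FP after 5 hr.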
# RECQ1 inh: blocks DNA unwinding by human RECQ1 | P46063 | actives 0.54% (n = 240,000) | Potency, µM (highest dose often 57.3 µM), without a hit: at the top dose activity, negative = inhibition, usual class: inhibitors | AID 2549 | RECQ1 DNA unwinding, red fluorescence kinetic read;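 note: plate controls were vehicle for no effect and no enzyme for full effect; nearly all actives have a fitted effect of over 30% in size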
# Target sequence (P46063 whole entry, looked up): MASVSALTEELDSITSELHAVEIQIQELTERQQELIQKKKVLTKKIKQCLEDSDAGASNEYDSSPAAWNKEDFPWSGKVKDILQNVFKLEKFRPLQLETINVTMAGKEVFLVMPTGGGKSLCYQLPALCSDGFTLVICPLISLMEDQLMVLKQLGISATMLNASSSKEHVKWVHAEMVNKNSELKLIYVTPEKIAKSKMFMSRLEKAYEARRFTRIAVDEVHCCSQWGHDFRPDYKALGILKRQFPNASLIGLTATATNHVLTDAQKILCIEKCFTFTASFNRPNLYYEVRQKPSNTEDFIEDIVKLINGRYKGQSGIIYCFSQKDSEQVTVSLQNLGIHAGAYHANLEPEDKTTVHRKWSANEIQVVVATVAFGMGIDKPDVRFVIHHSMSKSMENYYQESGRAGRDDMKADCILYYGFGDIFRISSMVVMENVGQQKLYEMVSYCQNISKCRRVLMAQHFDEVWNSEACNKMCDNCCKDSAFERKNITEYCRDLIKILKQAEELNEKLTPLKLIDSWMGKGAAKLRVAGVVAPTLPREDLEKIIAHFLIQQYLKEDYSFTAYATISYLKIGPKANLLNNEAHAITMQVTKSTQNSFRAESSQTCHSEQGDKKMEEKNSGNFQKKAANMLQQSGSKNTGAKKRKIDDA
#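 RECQ1T1 50 nM; forked duplex (20 bp + 30-nt ss tails) 200 nM, ATP 2 mM final; pH 8.0, 2 mM MgCl2, 2.5 ug/ml poly(dI-dC); 15 min compound preincubation; discontinuous kinetic read over 2 h at RT.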
# RGS12 GoLoco inh: inhibitors of human Gai1-RGS12 GoLoco interaction (red fluorophore); P63096; Gai1:RGS12 GoLoco peptide FP, rhodamine, 10 min; Potency, µM (highest dose often 61.6 µM), for inactives: top-dose activity, negative = inhibition, most hits filed as inhibitors; actives 0.44% (n = 230,000); active = well fitted inhibition curve with a large enough effect, not every such curve was filed as active; inactive = no such curve, though single readings can be large or run the other way; note: nearly all actives have a fitted effect of over 30% in size; many of its hits are not listed in these tables
# Target sequence (P63096 whole entry, looked up): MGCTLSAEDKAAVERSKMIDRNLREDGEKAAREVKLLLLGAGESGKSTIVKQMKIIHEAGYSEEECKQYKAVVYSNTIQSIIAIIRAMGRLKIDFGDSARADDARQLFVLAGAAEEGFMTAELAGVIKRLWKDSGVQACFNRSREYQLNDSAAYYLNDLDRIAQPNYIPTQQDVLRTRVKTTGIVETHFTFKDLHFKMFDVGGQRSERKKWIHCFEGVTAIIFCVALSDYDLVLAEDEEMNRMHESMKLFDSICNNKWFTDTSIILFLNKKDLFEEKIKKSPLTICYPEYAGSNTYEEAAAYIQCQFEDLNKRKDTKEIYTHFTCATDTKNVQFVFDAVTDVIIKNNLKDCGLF
# GAA inhib: inhibitors of human lysosomal alpha-glucosidase; actives 0.005% (n = 200,000); purified human GAA, 4-MU-alpha-glucoside fluorescence; Potency, µM (titrated, usually from 76.9 µM), for inactives: at the top dose activity change, negative = inhibition, actives largely listed as inhibitors; P10253;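 note: plate controls were uninhibited enzyme wells for no effect and no-enzyme background for full effect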
#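 Enzyme (4 nM final) mixed with compound (up to 77 uM), then 4-MU-alpha-D-pyranoside (400 uM final) added; 20 min at room temperature, pH 5.0. Reaction stopped at pH 10, fluorescence read, AC50 derived by Hill fit.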
# * marks the source's active call; other numbers are inactive results; i = inactive; ? = inconclusive; / = not tested or not shown; [ ] = remark or other dose. Unless noted, calls come from the whole dose curve; as a rule, active = well fitted curve in the direction sought with a large enough effect; inconclusive = small, poorly fitted or top-dose-only effect, or another doubt; inactive = no such curve, though single readings can be large; an effect the other way counts as inactive or inconclusive. Unless noted, % is set by controls: 0 for no effect and ±100 for the full control effect; potency is the fitted concentration of half-maximal effect. Some of the compounds tested; the hit share may differ from the screen's.
1	CCOC(=O)N1CCN(C(=O)C2CCN(S(=O)(=O)c3ccc(OC)cc3)CC2)CC1
2	CN(C)C(=O)CSc1nnc(CCNC(=O)OC(C)(C)C)o1
3	O=C(CNS(=O)(=O)/C=C/c1ccccc1)OC1CCOC1=O (stereo not drawn)
4	COc1cc(/C=N/NC(=O)CCn2nnc3ccccc32)ccc1O
5	COc1ccccc1-c1nnc(SCCN2CCOCC2)n1-c1ccc(C)cc1

assay / entry	1	2	3	4	5
GAA glycogen mod	-2%	5%	0%	?	2%
L3MBTL1 block	-7%	0%	10%	0%	4%
TR SRC2 fluor cs	1%	-1%	1%	0%	-5%
GAA spleen mod	-2%	1%	-1%	-7%	-2%
TRb SRC2 PPI	3%	2%	-7%	-3%	-3%
RECQ1 inh	19%	-5%	-14%	-4%	-14%
RGS12 GoLoco inh	5%	-4%	-4%	11%	1%
GAA inhib	12%	-5%	1%	0%	?

6	O=C(C1=C[C@@H](c2ccc(Br)cc2)C[C@@H](OCCCCO)O1)N1CCN(Cc2ccccc2)CC1
7	Cn1c(SCC(=O)Nc2ccc(Cl)cc2)nc(O)cc1=O
8	CSc1nc2sc3c(c2c2nnnn12)CCCC3
9	O=C(NC(=S)Nn1cnc2c(cnn2-c2ccccc2)c1=O)c1ccccc1
10	CC1CC(=O)Nc2ccccc2N1S(=O)(=O)c1ccc(Cl)cc1 (stereo not drawn)

assay / entry	6	7	8	9	10
GAA glycogen mod	5%	5%	-5%	2%	0%
L3MBTL1 block	-12%	/	6%	-9%	-1%
TR SRC2 fluor cs	-1%	1%	-3%	-25%	-3%
GAA spleen mod	-2%	1%	-18%	6%	5%
TRb SRC2 PPI	0%	-6%	-11%	-4%	0%
RECQ1 inh	10%	-4%	-17%	-2%	-1%
RGS12 GoLoco inh	7%	19%	6%	0%	-2%
GAA inhib	/	/	0%	-3%	/

11	Cc1nn(CC(=O)OCC(=O)NC(C)c2ccccc2)c(C)c1[N+](=O)[O-] (stereo not drawn)
12	COc1cccc(C2=CC(c3cc(OC)ccc3OC)n3nnnc3N2)c1 (stereo not drawn)
13	C/C(=N\OC(=O)c1ccc(F)cc1)c1nccs1
14	COc1cccc2sc(NN)nc12
15	Nc1cc(C(=O)c2ccccc2)ccc1N1CCOCC1

assay / entry	11	12	13	14	15
GAA glycogen mod	0%	-2%	7%	?	6%
L3MBTL1 block	4%	/	5%	/	1%
TR SRC2 fluor cs	0%	1%	2%	-1%	0%
GAA spleen mod	6%	-18%	1%	-6%	-1%
TRb SRC2 PPI	12%	-7%	2%	0%	-14%
RECQ1 inh	i	-6%	-13%	i	-3%
RGS12 GoLoco inh	6%	12%	-3%	-1%	7%
GAA inhib	7%	0%	-7%	-10%	5%

16	Cc1ccc(NCC(=O)c2ccc([N+](=O)[O-])cc2)cc1
17	COc1cc(NC(C(=O)Nc2cccc(C(C)=O)c2)c2ccccc2)cc(OC)c1OC (stereo not drawn)
18	Cc1ccccc1NC(=O)c1ccccc1
19	CCc1c(C)nc2ncnn2c1N1CCCC(C(=O)NCCc2ccccc2)C1 (stereo not drawn)
20	Cc1cc(C)cc(N(C(=O)c2csnn2)C(C(=O)NC(C)(C)C)c2cccs2)c1 (stereo not drawn)

assay / entry	16	17	18	19	20
GAA glycogen mod	-6%	-8%	2%	5%	4%
L3MBTL1 block	/	-16%	1%	0%	4%
TR SRC2 fluor cs	1%	?	-2%	-1%	-1%
GAA spleen mod	1%	-2%	-14%	0%	-6%
TRb SRC2 PPI	4%	-3%	-4%	-14%	-3%
RECQ1 inh	i	-8%	-10%	i	2%
RGS12 GoLoco inh	4%	8%	0%	-22%	3%
GAA inhib	4%	0%	0%	?	?

21	O=C(CNc1cccc(C(F)(F)F)c1)N/N=C/c1cccc(Br)c1
22	Cc1ccc2cc(C=O)c(Cl)nc2c1
23	COc1ccc(CCN(C(=S)Nc2ccccc2)C2CC(=O)N(c3ccccc3)C2=O)cc1 (stereo not drawn)
24	CCOC(=O)c1ccc(NC(=O)c2ccccc2C)cc1
25	Cc1cccc(-n2c(C)n[nH]c2=S)c1C

assay / entry	21	22	23	24	25
GAA glycogen mod	12%	1%	0%	3%	-3%
L3MBTL1 block	1%	/	5%	10%	/
TR SRC2 fluor cs	-1%	2%	-3%	0%	1%
GAA spleen mod	-7%	-1%	2%	-1%	0%
TRb SRC2 PPI	-16%	2%	0%	1%	-16%
RECQ1 inh	-9%	i	-10%	1%	i
RGS12 GoLoco inh	12%	-4%	9%	-2%	-7%
GAA inhib	-14%	3%	1%	?	4%

26	COc1ccc(C(=O)NC2CCN(C(=S)NCc3ccco3)CC2)cc1
27	O=c1cc(Cn2ccnc2)c2cc3c(cc2o1)CCC3
28	CCOC(=O)C(NC(C)=O)(Nc1ccc(S(=O)(=O)Nc2ccncn2)cc1)C(F)(F)F (stereo not drawn)
29	CN(C)C(=O)COC(=O)/C=C/c1ccccc1[N+](=O)[O-]
30	CC1(C)Cc2nc3sc4c(N5CCCC5)nnnc4c3cc2CO1

assay / entry	26	27	28	29	30
GAA glycogen mod	-7%	1%	4%	-5%	10%
L3MBTL1 block	2%	4%	-2%	/	-3%
TR SRC2 fluor cs	-1%	1%	-4%	-5%	-1%
GAA spleen mod	-4%	-10%	-4%	-1%	-1%
TRb SRC2 PPI	1%	11%	-18%	-3%	-6%
RECQ1 inh	-15%	9%	-4%	i	26%
RGS12 GoLoco inh	3%	9%	7%	6%	24%
GAA inhib	-16%	-10%[15.4 µM]	1%	5%	12%

31	COc1ccc(Cn2c(O)c(C=Nc3ccccc3)c3ccccc3c2=O)cc1
32	CC(=O)Nc1ccc(SCCN2CCN(CC(C)C)CCC2=O)cc1
33	COC(=O)c1cc(C(=O)c2ccc(Cl)cc2Cl)cn1C
34	O=C(/C=C/c1ccccc1)N(Cc1cccc(Cl)c1)C1CCS(=O)(=O)C1 (stereo not drawn)
35	Cc1cc(C(=O)NCc2cccnc2)no1

assay / entry	31	32	33	34	35
GAA glycogen mod	5%	/	-3%	2%	4%
L3MBTL1 block	-19%	/	7%	/	6%
TR SRC2 fluor cs	-5%	-1%	-4%	0%	-3%
GAA spleen mod	-12%	5%	-9%	4%	-3%
TRb SRC2 PPI	3%	7%	2%	6%	4%
RECQ1 inh	1%	10%	-3%	-4%	i
RGS12 GoLoco inh	8%	/	-3%	9%	-6%
GAA inhib	-19%	/	-1%	/	-1%

36	CCN(CC)CCOc1nc(C)nc2c1oc1ccccc12
37	COc1cccc(-n2c(SC)nnc2-c2cnccn2)c1
38	C=CCN1C(=O)C(CC(=O)Nc2ccc(OCC)cc2)N(Cc2ccccn2)C1=S (stereo not drawn)
39	CC(=O)[C@@H]1[C@@H]2C(=O)N(c3ccc(F)c(Cl)c3)C(=O)[C@@H]2C2c3ccccc3C=CN21 (stereo partly drawn)
40	Cc1ccc(/C=N/OC(=O)c2c(C)noc2-c2snnc2C)cc1

assay / entry	36	37	38	39	40
GAA glycogen mod	3%	-20%	-17%	-6%	3%
L3MBTL1 block	5%	3%	/	-19%	8%
TR SRC2 fluor cs	-3%	0%	0%	2%	-1%
GAA spleen mod	-15%	3%	5%	-4%	-6%
TRb SRC2 PPI	1%	0%	7%	1%	1%
RECQ1 inh	-3%	-6%	-10%	-6%	-6%
RGS12 GoLoco inh	-1%	9%	0%	86%[activator]	-2%
GAA inhib	2%	-2%[15.4 µM]	-3%	-3%	3%[15.4 µM]

41	O=c1c(-c2ccc3c(c2)OCCO3)c(C(F)(F)F)oc2cc(O)cc(O)c12
42	O=C(CSc1nnc2scc(-c3ccccc3)n12)N1CCN(Cc2ccccc2)CC1
43	COc1ccccc1-c1cc(-c2ccccc2)nc(SC(C(N)=O)c2ccccc2)c1C#N (stereo not drawn)
44	COc1ccc(-c2nc(-c3ccccc3)c(NC(C)C)o2)cc1
45	Cc1cc(N2CCCC2=O)cc(C)c1S(=O)(=O)NCCOc1ccc(C(C)(C)C)cc1
46	CC(C)(CCO)NC(=S)NC1CC2C=CC1C2 (stereo not drawn)
47	Cc1ccccc1NC(=O)c1c(F)c(F)c(F)c(F)c1F
48	O=C(CN1CCN(Cc2ccccc2)CC1)N/N=C/c1ccccc1F

assay / entry	41	42	43	44	45	46	47	48
GAA glycogen mod	-4%	-2%	10%	/	-22%	7%	6%	4%
L3MBTL1 block	-2%	-8%[11.4 µM]	2%	/	-10%	-7%	10%	56%[activator]
TR SRC2 fluor cs	-2%	-1%	2%	-2%	0%	-1%	1%	1%
GAA spleen mod	1%	-5%	-9%	3%	-4%	2%	-2%	3%
TRb SRC2 PPI	-8%	-1%	10%	5%	-7%	4%	-7%	-2%
RECQ1 inh	i	-1%	-4%	-5%	-9%	5%	-2%	-9%
RGS12 GoLoco inh	4%	8%	57%[activator]	3%	18%	-5%	6%	8%
GAA inhib	-2%	-1%	-2%	/	-8%	3%	0%	/
